High-throughput results (PubChem BioAssay)
BRCA1 expr act = increases BRCA1 expression | MCF7-BRCA1-FFLuc reporter, luminescence, 48 h; response scale: scaled: vehicle 0%, 10 µM genistein 100% | Potency, µM (highest dose often 46.1 µM), for the others: top-dose activation, most hits filed as activators | actives 1.1% (n = 380,000); further: potency means the concentration at half of the fitted maximal effect; nearly all actives have a fitted effect of over 80% in size; some results filed as inactive show a strong effect at the top dose
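Using MCF7 cells harboring a BRCA1 firefly luciferase reporter, plated 2 h before compound pinning, the screen measured luminescence after 48 h incubation. Responses were normalized to DMSO and 10 microM genistein, then fitted for concentration-effect.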
TRPV1 agonist = human TRPV1 agonism; activation, % at 8.33 µM; actives 0.19% (n = 320,000); TRPV1-expressing cells, Fluo-8 calcium influx, agonist mode; Q8NER1; in the data active means activation above about 80%; inconclusive means between about 30% and that limit; further: 0% is about no effect
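Fluo-8 calcium influx in TRPV1-expressing cells, kinetic read (ex 480/em 520 nm). Compound added and read 3 min for agonist activity, followed by capsaicin at EC20 final and 2 min further read for enhancement.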
USP2a block = inhibitors of human ubiquitin-specific protease USP2a; USP2 core, Ub-CHOP2 coupled fluorogenic reporter, 485/531; Potency, µM (highest dose often 38.3 µM), inactives show top-dose activity change, negative = inhibition, hits mostly inhibitors; AID 463254; actives 0.01% (n = 330,000);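 further: potency means the concentration at half of the fitted maximal effect; plate controls were DMSO wells for no effect and full inhibition by NEM control for full effect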
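Cell-free coupled assay: 10nM USP2 core preincubated 30min RT with compound in Tris-HCl pH 8.0/CaCl2/CHAPS buffer, then 25nM Ub-CHOP2 and 25nM reporter substrate; fluorescence (Ex 485/Em 531) read after 60min RT, normalized to NEM inhibition, concentration-response curves fitted.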
Eya2 inh = Eya2 (human) phosphatase inhibition; recombinant Eya2, OMFP fluorescence dephosphorylation (OMFP is methylfluorescein phosphate); Potency, µM (series often up to 76.9 µM), for the others: at the highest dose activity, negative = inhibition, usual class: inhibitors; O00167; actives 0.006% (n = 330,000); further: potency means the concentration at half of the fitted maximal effect; on the % scale 0 is the no-effect control and ±100 the full control effect
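Eya2 (0.2 uM) preincubated 10 min at ambient with compound, then OMFP substrate added at 50 uM; 10 min reaction in 50 mM HEPES pH 7.5, 50 mM NaCl, 5 uM MgCl2, 0.05% BSA, 1 mM DTT. Fluorescence read at Ex 485/Em 525 nm.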
ASM inhibitor = blocks human secretory acid sphingomyelinase; P17405; placental ASM, HMU-PC fluorogenic substrate, 60 min; actives 0.006% (n = 340,000); Potency, µM (top dose mostly 57.5 µM), inactives show at the highest dose activity change, negative = inhibition, hits mostly inhibitors; further: potency means the concentration at half of the fitted maximal effect
Target sequence (P17405 47-631 limits assumed): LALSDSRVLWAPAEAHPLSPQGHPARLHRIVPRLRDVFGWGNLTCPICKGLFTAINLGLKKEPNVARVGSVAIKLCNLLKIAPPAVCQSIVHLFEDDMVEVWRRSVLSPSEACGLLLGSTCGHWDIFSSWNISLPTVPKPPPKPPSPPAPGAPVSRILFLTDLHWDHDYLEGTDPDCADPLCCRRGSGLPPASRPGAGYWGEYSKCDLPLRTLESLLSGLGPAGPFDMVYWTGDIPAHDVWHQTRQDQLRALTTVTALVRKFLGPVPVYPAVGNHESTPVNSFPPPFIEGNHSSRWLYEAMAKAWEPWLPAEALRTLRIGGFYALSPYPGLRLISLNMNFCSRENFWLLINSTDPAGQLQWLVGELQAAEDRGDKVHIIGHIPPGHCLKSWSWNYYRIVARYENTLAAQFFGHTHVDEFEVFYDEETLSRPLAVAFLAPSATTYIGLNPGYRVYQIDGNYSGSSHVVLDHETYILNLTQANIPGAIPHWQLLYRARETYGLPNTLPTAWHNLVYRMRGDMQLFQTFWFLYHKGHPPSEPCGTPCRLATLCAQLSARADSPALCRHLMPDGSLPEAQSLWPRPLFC
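Human placenta-derived ASM enzyme was preincubated with compound for 10 minutes at room temperature, then given fluorogenic substrate HMU-PC0 (9 uM final) for 60 minutes at 37 °C; a pH 10 stop preceded fluorescence reading at Ex 386/Em 447 nm.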
p53 reactivator = mutant p53 re-activation in reporter cells | H1299 p53-A138V BP100-luciferase reporter, luminescence, 24 h | AID 504706 | Potency, µM (doses to about 92.2 µM), without a hit: top-dose activity change, positive = activation, most hits filed as activators | actives 0.063% (n = 320,000); further: potency means the concentration at half of the fitted maximal effect; % of control where 0% means no effect; nearly all actives have a fitted effect of over 45% in size
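H1299 (p53-null), stable ts p53-A138V + BP100-Luc; 1000 cells/well, Opti-MEM/10% FBS; cpd 4 pt, 1:5; 24 h, 37 deg C, 5% CO2; detection reagent 10 min RT; luminescence.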
ELG1 genotoxic = inducers of genotoxicity in HEK293T ELG1-luciferase cells | Potency, µM (highest dose often 46 µM), without a hit: at the highest dose activity change, positive = activation, actives largely listed as activators | AID 504466 | actives 1.3% (n = 330,000) | HEK293T ELG1-luciferase reporter, luminescence, 16 h; further: potency means the concentration at half of the fitted maximal effect; % of control where 0% means no effect; nearly all actives have a fitted effect of over 60% in size
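Step 1: seed 2,000 HEK293T ELG1-luciferase cells per well. Step 2: add compound or DMSO, incubate 16 hr at 37 °C. Step 3: ONE-Glo, 30 min at room temperature, read luminescence.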
TSG101-PTAP inh = blocks PTAP/TSG101 interaction to inhibit HIV-1 budding. Fluorescence polarization, FITC-PTAP peptide / Tsg101 binding. Q99816. 340,000 tested, under 10 active. Potency, µM (doses to about 115 µM), for inactives: at the highest dose activity change, negative = inhibition, most hits filed as inhibitors; active means well fitted inhibition curve with a large enough effect in the main read-out, with a control signal flat, not every such curve was filed as active; inconclusive means small, poorly fitted or top-dose-only effect, or effect the other way, or a change in a side signal; inactive means no such curve, though single readings can be large or run the other way; further: potency means the concentration at half of the fitted maximal effect; % of control where 0% means no effect
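Tsg101 binding domain (10 uM final) was mixed with compound and a FITC-labeled PTAP peptide (50 nM final) in HEPES pH 7.5 buffer with NaCl, Tween 20, EDTA and TCEP; fluorescence polarization was read after 20 min at r.t.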
uPA generation = cell surface uPA generation inhibition; cell surface uPA generation assay, qHTS; actives 0.31% (n = 330,000); Potency, µM (top dose mostly 38.3 µM), without a hit: at the top dose activity change, negative = inhibition, hits mostly inhibitors; active means well fitted inhibition curve with a large enough effect; inconclusive means small, poorly fitted or top-dose-only effect; inactive means no such curve, though single readings can be large or run the other way; tested in mouse RAW 264.7 cells; further: potency means the concentration at half of the fitted maximal effect; on the % scale 0 is the no-effect control and ±100 the full control effect; nearly all actives have a fitted effect of over 55% in size
B2AR arrestin = beta2AR (human) beta-arrestin recruitment activity. actives 0.02% (n = 330,000). Potency, µM (titrated, usually from 46.1 µM), for inactives: top-dose activation, actives largely listed as activators. AID 492947. beta-arrestin recruitment to beta2AR, cell-based reporter. P07550;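 further: potency means the concentration at half of the fitted maximal effect; 0% = DMSO controls and full agonism = EC100 isoproterenol or metaproterenol; nearly all actives have a fitted effect of over 65% in size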
Target sequence (P07550 whole entry, looked up): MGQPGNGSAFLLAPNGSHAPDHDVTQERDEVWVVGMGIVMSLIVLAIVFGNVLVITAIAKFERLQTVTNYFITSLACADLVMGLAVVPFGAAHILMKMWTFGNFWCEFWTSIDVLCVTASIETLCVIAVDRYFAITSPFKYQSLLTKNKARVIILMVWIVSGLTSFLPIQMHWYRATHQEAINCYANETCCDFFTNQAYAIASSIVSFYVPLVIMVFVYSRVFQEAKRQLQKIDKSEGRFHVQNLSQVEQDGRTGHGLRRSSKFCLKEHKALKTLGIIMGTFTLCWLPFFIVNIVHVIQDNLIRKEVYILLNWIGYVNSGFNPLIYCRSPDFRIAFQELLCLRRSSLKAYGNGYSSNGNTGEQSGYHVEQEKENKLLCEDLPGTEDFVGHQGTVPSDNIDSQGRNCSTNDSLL
a7 integrin act = activates integrin-mediated alleviation for muscular dystrophy; alpha7betagal myoblasts, beta-gal FDG fluorescence, 48 h; Potency, µM (series often up to 38.3 µM), for inactives: at the highest dose activation, hits mostly activators; actives 0.064% (n = 350,000);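 further: potency means the concentration at half of the fitted maximal effect; 100% = response of the positive control SU9516; nearly all actives have a fitted effect of over 60% in size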
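alpha7betagal+/- myoblasts (passage 13, 250/well) treated 48 h at 37C with compounds at 1:260 dilution of DMSO stock. Lysed, then beta-galactosidase activity read as FDG fluorescence (ex 480/em 540) after 30 min, with pre-read for autofluorescence.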
Numbers without * were called inactive; i = inactive; ? = inconclusive; / = no result given; [ ] = dose if it differs, or a comment. Unless noted, the call rests on the fitted dose curve; in most records, active means well fitted curve in the direction sought with a large enough effect; inconclusive means small, poorly fitted or top-dose-only effect, or another doubt; inactive means no such curve, though single readings can be large; an effect the other way counts as inactive or inconclusive.

SMILES | BRCA1 expr act | TRPV1 agonist | USP2a block | Eya2 inh | ASM inhibitor | p53 reactivator | ELG1 genotoxic | TSG101-PTAP inh | uPA generation | B2AR arrestin | a7 integrin act
Cc1ccnc(N/C=C/C(=O)c2ccc(Br)cc2)c1 | ? | 6 | -1% | 0% | 209%[activator] | ? | ? | 5% | -11% | -0.2% | 0%
CCOc1cc(OCC)cc(C(=O)NCc2ccco2)c1 | -8% | 29 | -1% | -6% | -2% | -8% | 1% | -4% | 5% | -0.5% | -22%
Cc1ccccc1OCC(=O)N/N=C/c1cccc2cccnc12 | -51% | -1 | 2% | -7% | -9% | 10% | 2% | 0% | -5% | 0.1% | -53%[inhibitor]
CCOc1ccc(N(CC(=O)NN=C2CCN(C)CC2)S(=O)(=O)c2ccc(Br)cc2)cc1 | -3% | 13 | -3% | -9% | 1% | 5% | 0% | / | 3% | 0.1% | 4%
Cc1cc(C)c2c(n1)nn1c(NCCOCCO)cc(C)nc21 | -26% | -4 | -1% | 4% | i | -7% | -2% | -9% | 1% | -0.2% | 8%
Cn1c(=O)n(C)c2cc(/C=N/n3cnnc3)ccc21 | -24% | -1 | 4% | 1% | 4% | 3% | 1% | -2% | -6% | -0.8% | 16%
O=C(Nc1ccc2c(c1)OCCO2)C1CCN(S(=O)(=O)Cc2ccccc2)CC1 | 34% | -2 | -1% | 0% | 0% | 2% | 2% | -4% | 2% | -0.1% | 13%
COc1ccc(C2=NN(C(=O)CCC(=O)O)C(c3ccccc3)C2)cc1 (stereo unspecified) | 1% | 1 | -2% | ? | 0% | -2% | -4% | -3% | 5% | -0.9% | -44%
CN(C)c1cccc(NC(=O)Cc2ccc(F)cc2)c1 | -22% | ? | 3% | 16% | 7% | -4% | -2% | -5% | 9% | 0.2% | 12%
COc1ccc(-c2noc(COc3ccc4c(c3)OCO4)n2)cc1OC | 1% | 6 | 5% | 0% | -5% | -5% | 0% | 0% | 1% | -0.1% | 3%
COc1ccc(-c2cc(C(F)(F)F)nc(SCCC(=O)NCc3ccco3)n2)cc1 | -31% | 23 | -1% | -6% | -6% | -12% | -2% | 0% | -1% | 0.1% | -28%
COc1ccc(NC(=O)c2cc3ccc4c5ccccc5[nH]c4c3cc2O)cc1 | 12% | -3 | 3% | -23% | 83%[activator] | 4% | 5% | -1% | -3% | 0.3% | ?
COc1cc(C(N)=O)cc(Cl)c1OC | 14% | -3 | 9% | -14% | -1% | -2% | -5% | 1% | 17% | -0.5% | 23%
CCOc1ccc(N(CC(=O)Nc2ccc(OC)cc2)S(C)(=O)=O)cc1 | ? | 0 | -1% | -7% | -1% | ? | ? | -4% | -2% | -0.5% | 4%
CCOc1ccc(OCCOCCN2CCOCC2)cc1 | -4% | -4 | 1% | -4% | 3% | -1% | -6% | -3% | 8% | 0.5% | 1%
Cc1cccc2cc(C3CC(c4cccs4)=NN3C(=O)CCC(=O)O)c(Cl)nc12 (stereo unspecified) | -23% | 1 | 2% | -4% | -1% | 5% | 0% | -4% | -2% | -0.8% | 45%
CCOc1ccc(N(CC(=O)Nc2cc(OC)cc(OC)c2)S(=O)(=O)c2c(C)[nH]c(=O)[nH]c2=O)cc1 | 9% | 1 | 1% | -16% | 0% | -11% | 0% | -4% | 0% | 0.1% | 0%
CCOc1ccccc1-c1nc2c(s1)CCc1onc(-c3ccc(OC)cc3)c1-2 | 18% | / | / | / | 23% | / | / | 3% | 5% | / | 28%
CC(=O)Nc1ccc(S(=O)(=O)NCCC(=O)NNC(=O)c2ccncc2)cc1 | -5% | -2 | 1% | -29% | 6% | 7% | 1% | -6% | 2% | 0.0% | 32%
CN1CCC2(CC1)N=C(c1ccc(F)cc1)C(=S)N2C(=O)c1ccccc1 | -30% | -2 | 2% | -3% | -1% | -3% | -1% | 1% | 4% | -1.2% | -21%
COc1ccccc1Oc1ccc2c(c1)C(=O)N(c1ccc(O)cc1)C2=O | -6% | 0 | -1% | 17% | -1% | 1% | 2% | -1% | 4% | -0.1% | 6%
Cc1ccc(S(=O)(=O)Nc2c(NC3CCCCC3)c3ccccc3oc2=O)c(C)c1 | -19% | 14 | 0% | -4% | 61% | -8% | -1% | 1% | 3% | -0.7% | ?
COc1cc(C)c(C(C)C)cc1S(=O)(=O)n1ccnc1 | 8% | 1 | 3% | -7% | 7% | 5% | 1% | -8% | 0% | 0.4% | 13%
Cc1ccc(/C=N/NC(=O)Cc2cccs2)o1 | -4% | -9 | 2% | 4% | 5% | 7% | -3% | -8% | -2% | -0.3% | -45%
O=C(NNCc1ccccc1)c1ccccc1 | -2% | / | / | / | 0% | / | / | -5% | -8% | / | 7%
CCC(=O)/C=C1/Sc2ccc(OC)cc2N1CCO | 0% | -2 | 4% | 7% | 1% | 3% | 0% | -1% | -2% | -0.5% | -24%
CC(=O)Nc1ccc(NC(=O)C(C)OC(=O)CNS(=O)(=O)c2cccc(Cl)c2)cc1 (stereo unspecified) | -13% | 0 | 2% | 10% | -2% | -2% | -1% | -3% | 5% | 0.0% | 7%
CCOC(=O)N1CCN(S(=O)(=O)c2ccc3c(c2)CCN3C(=O)C2CCC2)CC1 | 0% | 0 | 0% | -27% | -1% | -4% | 6% | -10% | -3% | -0.3% | -22%
Cc1ccc(-n2c(SCC(=O)N3CC(=O)Nc4ccccc43)nc3ccccc3c2=O)cc1 | -54% | 2 | -3% | 0% | -7% | -10% | -1% | -3% | 9% | -0.9% | -18%
COC(=O)c1ccc(COc2ccccc2/C=C(\C#N)C(=O)Nc2c(C)cc(C)cc2C)cc1 | -89% | 7 | 2% | 2% | / | ? | 15% | 0% | -2% | 0.8% | -49%[inhibitor]
Cc1cc(N2CCC(N(C)C3CCCC3)CC2)nc2cc(O)ccc12 | 0% | 3 | 3% | 9% | 347%[activator] | ? | 0% | -1% | -9% | -0.2% | 2%
CCNc1nc(SCC(=O)Nc2ccccc2)nc(N2CCOCC2)n1 | 0% | -2 | 0% | 5% | -4% | -7% | 0% | -5% | -5% | -0.2% | -21%
COc1cc(OC)cc(-c2cc3nc4c(c(N5CCN(c6ncccn6)CC5)n3n2)CCCC4)c1 | 2% | 16 | 5% | -4% | 2% | 6% | -1% | -4% | 10% | -0.1% | -20%
Cc1ccc(NC(=S)NCCc2ccccc2)nc1 | 99% | 26 | -2% | 8% | -1% | 6% | ? | -2% | -1% | -0.7% | -22%
COc1ccc(OC)c(NC(=O)CSc2nc3cccnc3n2C)c1 | -40% | -15 | 1% | 6% | -1% | -7% | -8% | -6% | -4% | -0.2% | -10%
CC(NS(=O)(=O)c1ccc(Cl)c(Cl)c1)C(=O)Nc1cccnc1 (stereo unspecified) | -9% | / | 3% | 8% | 1% | -2% | 0% | -3% | 5% | -0.4% | 17%
O=C(CN1CCN(c2ccccn2)CC1)Nc1cccc(F)c1 | 1% | 4 | -1% | 1% | 1% | -3% | -1% | -1% | -8% | -0.5% | -2%
CSc1ccccc1-n1nnnc1SCC(=O)Nc1ccccc1C | -19% | 3 | 1% | -12% | -1% | -3% | 1% | 2% | / | -0.1% | -21%
COc1ccc(C(C(=O)NCc2ccccc2)N(Cc2ccc3c(c2)OCO3)C(=O)c2cnccn2)cc1 (stereo unspecified) | -20% | 12 | 2% | -14% | 0% | -1% | -8% | 2% | 7% | -0.1% | 1%
COc1ccc(N2CCN(C3CCCN(Cc4cccc(OC)c4)C3)CC2)cc1 (stereo unspecified) | -3% | 1 | 2% | -2% | -1% | ? | 0% | -5% | -1% | -0.4% | -22%
COC(C(=O)Nc1cccc([N+](=O)[O-])c1)c1ccccc1 (stereo unspecified) | -5% | 4 | 3% | -6% | -1% | 1% | -3% | -1% | -8% | -0.1% | 10%
COc1ccc(N(CC(=O)NCC2CCCO2)S(=O)(=O)c2ccccc2)cc1OC (stereo unspecified) | -15% | -2 | 0% | 6% | 3% | 7% | 3% | -2% | 3% | -0.4% | 22%

Some of the entries above in another layout:
Second line of a record – BRCA1 expr act | TRPV1 agonist | USP2a block | Eya2 inh | ASM inhibitor | p53 reactivator | ELG1 genotoxic | TSG101-PTAP inh | uPA generation | B2AR arrestin | a7 integrin act
Cc1ccc(-n2c(SCC(=O)N3CC(=O)Nc4ccccc43)nc3ccccc3c2=O)cc1
    -54% | 2 | -3% | 0% | -7% | -10% | -1% | -3% | 9% | -0.9% | -18%
COc1ccc(-c2noc(COc3ccc4c(c3)OCO4)n2)cc1OC
    1% | 6 | 5% | 0% | -5% | -5% | 0% | 0% | 1% | -0.1% | 3%
